D2 antag = antagonists of human D2 dopamine receptor | P14416 | actives 2% (n = 340,000) | inhibition, % at 10 µM | HEK293 TREx D2 cells, calcium flux, dopamine EC80 | AID 485344; in the data active means inhibition above about 30%; further: 0% is about no effect
Target sequence (P14416 whole entry, looked up): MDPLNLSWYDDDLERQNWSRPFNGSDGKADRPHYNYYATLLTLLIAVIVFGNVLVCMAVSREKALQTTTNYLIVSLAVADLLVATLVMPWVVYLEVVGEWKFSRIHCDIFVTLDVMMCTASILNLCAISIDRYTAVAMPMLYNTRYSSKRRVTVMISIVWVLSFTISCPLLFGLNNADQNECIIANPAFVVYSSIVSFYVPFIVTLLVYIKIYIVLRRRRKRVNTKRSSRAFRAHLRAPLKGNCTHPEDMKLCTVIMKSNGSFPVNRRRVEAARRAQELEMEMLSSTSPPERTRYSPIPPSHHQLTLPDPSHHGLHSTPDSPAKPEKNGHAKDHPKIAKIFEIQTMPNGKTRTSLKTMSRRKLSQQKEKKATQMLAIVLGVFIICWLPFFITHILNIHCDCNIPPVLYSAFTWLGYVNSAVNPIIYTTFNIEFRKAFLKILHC
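Read-out: kinetic calcium fluorescence (1 cycle/s) in inducible HEK293 T-REx D2 cells after an EC80 dopamine addition that followed 180 s compound preincubation. Loss of the dopamine response indicates antagonism.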
D1 PAM = potentiators of human D1 dopamine receptor; P21728; HEK293 TREx D1 cells, calcium flux, dopamine EC20 potentiation; potentiation, % at 10 µM; actives 0.036% (n = 360,000); in the data active means potentiation above about 30%; further: 0% is about no effect
D2 ag = agonists of human D2 dopamine receptor; AID 485358; actives 0.53% (n = 340,000); HEK293 T-REx D2 cells, calcium flux agonist mode; activation, % at 2 µM; P14416;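 active means activation over 3 SD above normal in the single-dose calcium agonist read, cut at about 30% in these data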; further: 0% is about no effect
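Agonism is scored from calcium flux in a force-coupled, inducible HEK293 cell line expressing D2, read kinetically for 180 s after compound addition against dopamine controls.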
D2 PAM = D2 dopamine receptor (human) potentiation; HEK293 T-REx D2, calcium flux, EC20 dopamine potentiation; P14416; actives 0.34% (n = 340,000); potentiation, % at 10 µM;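 active means potentiation over 3 SD above the plate norm, cut at about 30% in these data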; further: 0% is about no effect
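Primary screen. Calcium kinetics in induced HEK293 T-REx D2 cells: compound pre-addition 180 s, EC20 dopamine, 180 s more.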
TRHR agonist = TRH receptor (human) agonism; AID 493084; P34981; TRHR cells, calcium flux fluo-8, FDSS agonist mode; activation, % at 2 µM; actives 0.18% (n = 360,000); further: 0% is about no effect
Target sequence (P34981 whole entry, looked up): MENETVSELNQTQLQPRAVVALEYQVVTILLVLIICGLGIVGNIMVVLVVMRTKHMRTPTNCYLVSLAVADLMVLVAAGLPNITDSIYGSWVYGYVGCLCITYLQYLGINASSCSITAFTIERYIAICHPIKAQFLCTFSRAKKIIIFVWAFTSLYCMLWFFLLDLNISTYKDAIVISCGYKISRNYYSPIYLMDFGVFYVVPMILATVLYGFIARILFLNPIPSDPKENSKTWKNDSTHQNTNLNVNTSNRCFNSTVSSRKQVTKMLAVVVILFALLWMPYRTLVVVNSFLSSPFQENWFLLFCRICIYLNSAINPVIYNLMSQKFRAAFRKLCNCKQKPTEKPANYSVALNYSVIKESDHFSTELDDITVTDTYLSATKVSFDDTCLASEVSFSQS
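TRHR-expressing cells, plated overnight in medium with 10% serum, were loaded with fluo-8 calcium dye at room temperature. After a 10 s baseline, library compound was pin-added and calcium release was recorded kinetically (ex 480/em 530) as agonist response.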
RXFP1 antagonist = RXFP1 (human) relaxin receptor antagonism | Q9HBX9 | HEK293-RXFP1, relaxin-stimulated cAMP HTRF, 30 min; stronger effect = lower value | activity change, negative = inhibition, % at 57.5 µM | actives 0.59% (n = 350,000) | AID 1259400;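 active means activity change of -60% or lower, but not beyond a set lower limit; inconclusive means change between -60% and -40%, or beyond the set limit; inactive means change above -40%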; further: on the % scale 0 is the no-effect control and ±100 the full control effect
D1 ag = activates the human D1 dopamine receptor. P21728. HEK293 T-REx D1 cells, calcium flux, agonist mode. activation, % at 2 µM. actives 1% (n = 360,000). AID 504660; further: 0% is about no effect
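Tetracycline-induced HEK293 TREx D1 cells, force-coupled to calcium signalling, were dye-loaded with a no-wash calcium kit. Compound was pin-added after a 10 s baseline. Fluorescence was read kinetically at 1 cycle/s for 180 s, with calcium rises flagged as agonism.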
D1 antag = blocks dopamine activation of the human D1 receptor; P21728; activity change, negative = inhibition, % at 10 µM; HEK293 TREx D1 cells, calcium flux, dopamine EC80; stronger effect = lower value; actives 3.2% (n = 360,000); AID 504652; in the data active means activity change below about -30%; further: on the % scale 0 is the no-effect control and ±100 the full control effect
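HEK293 T-REx cells expressing inducible, force-coupled D1 receptor; no-wash Ca dye, 30–90 min RT. Cmpd → 180 s read at 1 Hz → EC80 DA → 180 s read.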
TRHR enhancer = allosteric enhancers of human TRH receptor. actives 0.66% (n = 360,000). TRHR cells, fluo-8 calcium fluorescence, EC20 TRH enhancement. AID 493056. enhancement, % at 2 µM. P34981; in the data active means enhancement above about 30%; further: 0% is about no effect
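TRHR-expressing cells loaded with fluo-8 calcium dye were read kinetically (ex 480/em 530) during compound addition, then stimulated with an EC20 of TRH (10 nM final). Enhancement of the Gq-mediated intracellular calcium response was scored.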
* marks the source's active call; other numbers are inactive results; ? = inconclusive; · = no result given. Unless noted, no stated cut-off is given here; in the data, active means activation above about 30%; inactive means the rest.

Every second line gives: D1 antag | RXFP1 antagonist | D2 antag | D2 PAM | TRHR agonist | TRHR enhancer | D1 ag | D2 ag | D1 PAM
> CCOc1cccc2cc(C(=O)NCc3ccccc3)c(=N)oc12
 : 6 | -1 | 18 | -2 | -2.1 | 3 | 3 | -0.8 | -4
> CCCCS(=O)(=O)Nc1ccc2cn[nH]c2c1
 : -27 | -3 | 13 | 10 | 0.4 | -9 | 9 | 2.6 | -11
> CC1CCN(C(=O)COC(=O)c2ccc(F)c(S(=O)(=O)N3CCOCC3)c2)CC1
 : -4 | -6 | 14 | -3 | 0.6 | -1 | 2 | 0.4 | 1
> COc1ccc(/C=C2/SC(=S)N(Cc3ccccc3)C2=O)cc1O
 : 4 | -11 | -6 | 17 | -0.7 | -7 | 8 | -0.7 | -3
> CN1CCN(Cc2cn(C)nc2-c2ccccc2F)CC1c1ccccc1 (stereo not drawn)
 : 4 | -6 | -11 | -1 | -0.3 | -1 | 1 | -2.2 | 7
> Cn1nc(C(=O)NC2CCCCCC2)ccc1=O
 : 0 | -12 | 24 | -10 | 0.1 | -8 | 3 | 0.0 | 0
> CC(NS(=O)(=O)c1ccc(OCC(=O)N2CCCC2)cc1)c1ccccc1 (stereo not drawn)
 : -11 | 15 | -16 | 23 | 1.3 | -7 | -2 | 1.9 | 4
> COCCn1c(=O)[nH]c2cc(C(=O)N3CCN(c4cc(C)ccc4C)CC3)ccc2c1=O
 : 5 | -6 | 9 | 3 | -0.9 | -4 | 2 | 1.6 | ·
> COc1cc(/C=C2\SC(=S)N(Nc3ncc(C(F)(F)F)cc3Cl)C2=O)ccc1O
 : 9 | -74* | -1 | -11 | 47* | 26 | 97* | 21 | -1
> O=C(CC1OC(=O)c2ccccc21)NCC1COc2ccccc2O1 (stereo not drawn)
 : -6 | -13 | 19 | 8 | -0.1 | -4 | 1 | -0.1 | -10
> COc1ccc(COC(=O)CCS(=O)(=O)c2ccc(C)cc2)cc1F
 : -19 | 5 | -1 | -5 | 0.1 | 3 | 6 | 0.3 | -2
> CC(=O)c1c(C)n([O-])c2cc(C)ccc2[n+]1=O
 : 2 | -9 | -2 | 8 | 0.9 | 4 | 3 | 0.6 | -8
> O=C(Nc1nc2ccc(F)cc2s1)c1nc(S(=O)(=O)Cc2ccccc2F)ncc1Cl
 : -34* | · | · | 9 | 0.1 | -10 | 0 | 7.1 | 12
> CC(C)n1cc(CN2CCC(Oc3ccc(C(=O)N4CCCCC4)cc3)CC2)cn1
 : -17 | -3 | 5 | -3 | 1.3 | -6 | 1 | 0.9 | 9
> CCn1nc(C)c(/C=N\NC(=O)c2cccc(OC)c2)c1C
 : -8 | · | 3 | 8 | 0.1 | 1 | 7 | 0.6 | -8
> COc1ccc(N2CCN(C(=O)C3Cc4ccccc4N3C(C)=O)CC2)cc1 (stereo not drawn)
 : -4 | -13 | · | 2 | 0.6 | 9 | 0 | 1.7 | 0
> COc1cc(Cl)c(C)cc1NC(=O)c1sc2nc(C)cc(C)c2c1N
 : 6 | -12 | · | 7 | -0.8 | -2 | 1 | -1.0 | -5
> O=C(Nc1ccc(NC(=O)C2CCCCC2)cn1)c1ccco1
 : -8 | 13 | -10 | -10 | 0.5 | 3 | 4 | 0.1 | -1
> Cn1nc2c(c1C(=O)N1CCCC(C(=O)c3cc(F)ccc3F)C1)CCCC2 (stereo not drawn)
 : -23 | -7 | -11 | 7 | 0.5 | -4 | 9 | 0.1 | -6
> COc1ccc(C(=O)COc2ccc3ccc(=O)oc3c2)c(OC)c1
 : -14 | 3 | 6 | -6 | -0.3 | -5 | 6 | -1.2 | -6
> C/C(=N\NC(=O)c1cccnc1)c1nnn(-c2nonc2N)c1C
 : 9 | 2 | -16 | 0 | 0.4 | 3 | 1 | 1.0 | -4
> O=C(N/N=C(\CC(=O)c1cccs1)C(F)(F)F)c1cccnc1
 : 10 | 18 | -10 | 8 | -1.2 | -8 | 1 | -0.2 | 8
> Cc1cc(Br)c(S(=O)(=O)n2nnc3ccccc32)cc1C
 : 1 | -9 | 7 | -2 | 0.8 | 6 | 5 | 1.1 | 2
> Cc1cc(=O)n2c3ccccc3n(C)c2n1
 : 5 | 8 | -21 | 7 | -0.6 | -2 | 1 | 1.0 | -1
> COc1ccc(S(=O)(=O)N2CCC(Oc3ccc(-n4cnnn4)cc3)CC2)cc1OC
 : -9 | -38 | · | -4 | 1.0 | -3 | 1 | 3.9 | -1
> O=C(CCc1ccc(Oc2cc([N+](=O)[O-])cc([N+](=O)[O-])c2)cc1)Nc1cccc(Cl)c1
 : -6 | 10 | -6 | -3 | -0.4 | -4 | 4 | -1.0 | -3
> CCCn1nnnc1SCC(=O)Nc1sc(C)c(C)c1C#N
 : 0 | 2 | 26 | -10 | 1.3 | 4 | 7 | 0.6 | -1
> CN(C)CCNC(=O)C(=O)NCC1OCCN1S(=O)(=O)c1ccc2c(c1)OCCO2 (stereo not drawn)
 : 9 | -22 | · | · | 0.1 | -3 | 2 | · | 0
> COc1ccc(CCNC(=O)CCCCCN2C(=O)[C@@H]3Cc4ccccc4CN3C2=O)cc1OC
 : -10 | ? | 9 | -1 | -0.4 | -8 | 2 | 0.2 | 0
> Cc1ccc(CN2C(=O)CSC(C)C2=O)cc1 (stereo not drawn)
 : 11 | 4 | · | · | -0.5 | 19 | 1 | · | -2

Entries of single compounds as entered above.
CCCCS(=O)(=O)Nc1ccc2cn[nH]c2c1 as listed: D1 antag: -27; RXFP1 antagonist: -3; D2 antag: 13; D2 PAM: 10; TRHR agonist: 0.4; TRHR enhancer: -9; D1 ag: 9; D2 ag: 2.6; D1 PAM: -11
O=C(CCc1ccc(Oc2cc([N+](=O)[O-])cc([N+](=O)[O-])c2)cc1)Nc1cccc(Cl)c1 as listed: D1 antag: -6; RXFP1 antagonist: 10; D2 antag: -6; D2 PAM: -3; TRHR agonist: -0.4; TRHR enhancer: -4; D1 ag: 4; D2 ag: -1.0; D1 PAM: -3

Carrying on.
Every second line gives: D1 antag | RXFP1 antagonist | D2 antag | D2 PAM | TRHR agonist | TRHR enhancer | D1 ag | D2 ag | D1 PAM
> O=C(Nc1cccn(Cc2c(Cl)cccc2Cl)c1=O)C1CC1
 : -3 | -8 | · | · | -0.8 | -3 | 1 | · | -5
> COc1ccc(C)cc1NC(=O)c1nnn(Cc2cccc(C(F)(F)F)c2)c1N
 : 3 | 2 | 27 | 14 | 1.2 | 8 | 11 | 0.4 | 2
> COc1cccc(CN(C)CC(=O)Nc2cc(S(=O)(=O)N3CCCC3)ccc2Cl)c1OC
 : 4 | -14 | -8 | 0 | -0.1 | -7 | 5 | 0.3 | 3
> Cc1ccc(NC(=O)Cn2cc(C=O)c3ccccc32)cc1C
 : 10 | -2 | -8 | -11 | 0.5 | -1 | 15 | -0.6 | -8
> O=C(Nc1ncc(Cc2ccccc2)s1)c1cccs1
 : 3 | -18 | 8 | 5 | 0.3 | 7 | 0 | 0.4 | -6
> O=C(Nc1ccncc1)C1CCN(S(=O)(=O)c2ccc(Cl)cc2)CC1
 : -12 | 0 | 13 | -5 | -0.1 | -4 | 5 | 0.8 | 2
> O=C(Cn1cccc1C(=O)c1ccccc1)NCCc1ccc(Cl)cc1
 : 5 | -24 | -18 | 2 | -1.1 | -9 | 2 | -0.8 | -4
> O=C(NCC1CCCO1)c1onc(CSc2ccccc2F)c1C(=O)O (stereo not drawn)
 : 15 | · | 14 | 3 | 0.4 | 1 | 0 | -0.6 | -2
> CC(C)N(C(=O)Cn1c(-c2ccccc2Cl)nc2ccccc21)c1ccccc1
 : 10 | -1 | 8 | 7 | 0.7 | -6 | 2 | 1.8 | -8
> COc1cnc(-c2ccccc2)nc1Oc1ccc(Cl)cc1C
 : -14 | 4 | -11 | 0 | 0.4 | -6 | 5 | 1.0 | 14
> Cc1cccc(NC(=O)c2ccc(CN3CC(=O)N4CCCCC4C3=O)cc2)c1C (stereo not drawn)
 : 2 | 4 | · | -2 | 0.8 | 45* | 0 | 0.8 | -1
> Cc1cc(=O)oc2cc(OCC(=O)OCC(=O)NCCc3ccccc3)ccc12
 : 14 | -16 | -4 | -7 | -0.3 | 0 | 1 | -0.3 | -2
> COc1cc(/C=c2\s/c(=C(/C#N)C(=O)N3CCCC3)n(-c3ccccc3)c2=O)ccc1O
 : 0 | -2 | 8 | -1 | 72* | 11 | 138* | 39* | 0
> CCc1ccc(C2N=C(N)Nc3nc4ccccc4n32)cc1 (stereo not drawn)
 : -14 | · | · | -5 | -1.0 | 6 | 4 | -0.4 | -3
> O=C1CC(N2CCN(c3ccccc3)CC2)C(=O)N1c1cccc(Br)c1 (stereo not drawn)
 : 0 | 3 | 2 | 37* | 0.1 | 8 | 0 | 0.9 | 0
> CCOC(=O)c1ccc(S(=O)(=O)N(CCO)Cc2cc3cc(OC)c(OC)cc3[nH]c2=O)cc1
 : 8 | 13 | -6 | -7 | 0.3 | 4 | 0 | -0.6 | -3
> Cc1ccc(N2C(=O)CC(N3CCN(c4ccccn4)CC3)C2=O)cc1 (stereo not drawn)
 : -1 | -10 | -10 | 5 | -0.1 | 2 | 0 | 11 | 3
> CCc1ccc(C(=O)c2c(N)c(-c3nc(-c4ccc5c(c4)OCO5)cs3)c3ccccn23)cc1
 : -21 | 1 | · | 9 | 1.9 | 4 | 1 | -3.5 | -2
> Cc1cc(C)n(C(=O)c2cccc(S(=O)(=O)N3CCCCC3)c2)n1
 : 0 | -1 | -7 | -7 | 0.2 | -5 | 1 | -1.1 | -4
> CCOC(=O)c1ccc(NC(=O)CN2C(=O)CCC2=O)cc1
 : -6 | -7 | 3 | 12 | 0.5 | 1 | 1 | 0.6 | -3
> CCOc1ccc(/C=N/Nc2ccc(Cl)nn2)c(O)c1
 : -1 | 2 | 10 | 12 | 1.6 | 7 | 1 | 0.5 | -5
> COC(=O)CC(NS(=O)(=O)c1cccs1)c1cccc2ccccc12 (stereo not drawn)
 : -14 | 5 | 46* | 2 | -0.6 | 0 | 2 | 0.0 | -1
> Cn1c(=O)c2c(n(Cc3ccccc3)c1=O)NC(=O)C2CC(=O)O (stereo not drawn)
 : -9 | -5 | -9 | -3 | 0.6 | 1 | 2 | -1.0 | 3
> COc1cc(NC(=O)Cn2nnnc2-c2ccccc2F)cc(OC)c1OC
 : 2 | -12 | · | -1 | 0.1 | -3 | 2 | -1.5 | -2
> COc1ccc(N=C2SC(CC(=O)Nc3ccccc3)C(=O)N2Cc2ccco2)cc1 (stereo not drawn)
 : -1 | -11 | 0 | 5 | 0.7 | -3 | 2 | 0.7 | 5
> CC(=O)c1c(C)[nH]c(C(=O)COc2ccc3c(C)cc(=O)oc3c2)c1C
 : 6 | -4 | 2 | 7 | -0.8 | 7 | 4 | -0.7 | 11
> O=C1c2cc(S(=O)(=O)NCCCO)ccc2-c2ccc(S(=O)(=O)NCCCO)cc21
 : -7 | -1 | -13 | 9 | -0.5 | 0 | -2 | -1.3 | -9

Reformatted tab-delimited: part of the list above.
compound	D1 antag	RXFP1 antagonist	D2 antag	D2 PAM	TRHR agonist	TRHR enhancer	D1 ag	D2 ag	D1 PAM
COc1cc(NC(=O)Cn2nnnc2-c2ccccc2F)cc(OC)c1OC	2	-12	·	-1	0.1	-3	2	-1.5	-2
COc1ccc(N=C2SC(CC(=O)Nc3ccccc3)C(=O)N2Cc2ccco2)cc1 (stereo not drawn)	-1	-11	0	5	0.7	-3	2	0.7	5
